GPR151 activ – activators of human GPR151 | 650,000 tested, 1% active | PathHunter beta-arrestin GPR151 cells, luminescence | activation, % at 11.2 µM; in the data active = activation above about 4.9%;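 also: 0% = median of compound wells and 100% = cells with positive control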
Target sequence (Q8TDV0 whole entry, looked up): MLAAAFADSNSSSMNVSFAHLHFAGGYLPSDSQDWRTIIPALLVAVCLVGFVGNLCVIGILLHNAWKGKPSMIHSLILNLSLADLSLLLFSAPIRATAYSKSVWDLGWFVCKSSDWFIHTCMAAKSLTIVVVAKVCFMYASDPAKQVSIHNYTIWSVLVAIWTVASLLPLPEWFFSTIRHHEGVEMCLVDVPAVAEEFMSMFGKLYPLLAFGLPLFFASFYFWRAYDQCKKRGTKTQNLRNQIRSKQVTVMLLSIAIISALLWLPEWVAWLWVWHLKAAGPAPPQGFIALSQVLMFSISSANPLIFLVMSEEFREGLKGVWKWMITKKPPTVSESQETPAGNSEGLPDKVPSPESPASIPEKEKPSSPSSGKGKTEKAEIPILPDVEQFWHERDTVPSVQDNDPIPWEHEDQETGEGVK
FBW7 activator – activators of human E3 ligase FBW7; Q969H0; 650,000 tested, 0.13% active; AlphaScreen FBW7–phospho-cyclin E peptide binding, activator screen; normalized activity (activation), % at 26.1 µM; in the data active = normalized activity above about 1.9%;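 also: purified mutant Fbw7 with reduced substrate affinity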
TEAD-YAP inh – TEAD-YAP interaction inhibition; inhibition, % at 9.12 µM; 640,000 tested, 1.4% active; AID 1259422; HEK-TIYL cells, TEAD-Gal4/YAP UAS-luciferase luminescence; in the data active = inhibition above about 32%;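 also: 0% = median of test compound wells and 100% = reference inhibitor wells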
MITF inh – blocks human microphthalmia-associated transcription factor; O75030; 650,000 tested, 0.91% active; AlphaScreen MITF homodimerization, bead proximity signal; inhibition, % at 2.6 µM; in the data active = inhibition above about 50%;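 also: 0% = vehicle wells with protein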
Target sequence (O75030 whole entry, looked up): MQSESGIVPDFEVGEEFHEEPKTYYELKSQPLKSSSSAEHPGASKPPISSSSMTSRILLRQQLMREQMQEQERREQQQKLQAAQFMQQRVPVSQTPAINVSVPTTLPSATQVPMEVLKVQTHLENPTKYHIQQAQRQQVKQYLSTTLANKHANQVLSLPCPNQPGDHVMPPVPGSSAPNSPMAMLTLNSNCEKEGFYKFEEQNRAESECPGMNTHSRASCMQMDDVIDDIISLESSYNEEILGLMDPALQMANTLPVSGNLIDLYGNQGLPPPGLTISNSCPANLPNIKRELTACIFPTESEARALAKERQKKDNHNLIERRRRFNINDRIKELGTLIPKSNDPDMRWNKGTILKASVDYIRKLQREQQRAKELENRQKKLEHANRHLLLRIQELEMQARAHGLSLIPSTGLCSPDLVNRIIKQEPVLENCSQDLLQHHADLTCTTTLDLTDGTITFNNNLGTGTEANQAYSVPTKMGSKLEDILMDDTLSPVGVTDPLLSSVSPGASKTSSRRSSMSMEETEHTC
The depositor's hits bear a star; · = no result given.

SMILES	GPR151 activ	FBW7 activator	TEAD-YAP inh	MITF inh
O=C(CSc1nc2cc(C(=O)NCCCN3CCCCC3)ccc2c(=O)n1CC1CCCO1)c1ccccc1 (stereo unspecified)	0.0	0.0	5	-6
COc1cccc(C(=O)Nc2ccc3c(c2)C(=O)N(CCC(=O)O)C3=O)c1	-0.2	-0.1	-2	-8
Cn1nnnc1SCc1csc(Nc2ccccc2)n1	0.5	-0.1	-30	-9
Cc1oc2nc(SCCCC(=O)NCCO)nc(N)c2c1C	0.7	0.2	8	25
C=C(C)/C=C(\C=C(C)C)N(C(C)=O)C1=NCCCS1	3.9	-0.2	2	-9
O=C1c2cc(S(=O)(=O)O)ccc2C(=O)c2c([N+](=O)[O-])ccc(Cl)c21	0.5	-0.1	10	2
CCOC(=O)CCCCC(=O)c1[nH]c(=O)[nH]c1CSc1nc2ccccc2[nH]1	1.5	0.2	-1	16
CCc1nc(SCc2cccnc2)[nH]c(=O)c1C	0.1	0.2	7	4
COc1ccccc1Cn1c(SCc2cccnc2)nc2ccc(Br)cc2c1=O	-2.0	0.2	7	19
COc1ccc([N+](=O)[O-])cc1NC(=O)C(Cc1ccccc1)N1C(=O)c2ccccc2C1=O (stereo unspecified)	1.5	0.0	0	-7
COC(=O)c1sc(NC(=O)c2cc(OC)c(OC)c(OC)c2)c(C#N)c1C	0.6	0.1	4	4
CC1=NN(c2ccccc2)C(=O)C1Sc1ccccc1[N+](=O)[O-] (stereo unspecified)	1.2	0.0	-2	8
CCC(C)c1ccccc1OCCCCNCCCOC (stereo unspecified)	0.0	-0.2	-3	48
CCSc1nnc(NC(=O)/C=C/c2ccc(Cl)cc2)s1	-0.5	-0.1	5	3
Cc1ccsc1CN1CCc2nnc(CNS(=O)(=O)c3ccccc3)n2CC1	1.1	0.1	4	14
CC(C)C(NS(=O)(=O)c1ccc2c(c1)OCCO2)C(C)C	1.4	-0.1	-2	8
CCN(CC)S(=O)(=O)c1ccc(OC)c(NC(=O)c2cccc(NC(=O)C(C)C)c2)c1	-1.1	0.8	8	7
COc1ccc(OC)c(CN2CCN(Cc3ccccc3Cl)CC2)c1	-1.1	-0.2	-2	77*
COc1ccc(C2=NN(C(=O)c3ccccc3Cl)C(c3cccc(OC)c3OC)C2)cc1OC (stereo unspecified)	-0.3	0.2	-3	14
CC(=O)Nc1ccc(S(=O)(=O)NCc2ccncc2)cc1	0.1	0.6	11	-18
Cc1cc(NCCc2ccc(O)cc2)nc(-c2ccc3c(ccn3C)c2)n1	1.1	0.1	9	3
COc1ccc(-c2cccc3c2OC(CNC(=O)C2Cc4ccccc4CN2C)C3)nn1 (stereo unspecified)	0.4	0.1	7	11
COc1ccc(Cl)cc1-n1c(=S)sc2c(=O)[nH]c(SCc3ccc(OC(F)(F)F)cc3)nc21	1.5	0.0	-1	-9
Cc1c(C#N)c2ccccc2n1CC(=O)O	1.8	-0.2	1	-3
Cc1ccc2c(c1)-c1c(cnn1CC(=O)N(C)C1CCCCC1)CO2	-1.1	0.2	5	-6
SMILES	GPR151 activ	FBW7 activator	TEAD-YAP inh	MITF inh
CCOc1ccc(N/C=C2\CCCCC2=O)c([N+](=O)[O-])c1	1.1	-0.2	-41	18
CCOc1ccc(NC(=O)CSc2nc3c(c(=O)n2-c2ccc(C)cc2)SCC3)cc1	1.3	0.1	10	8
COC(=O)c1c(NC(=O)c2ccc([N+](=O)[O-])cc2Cl)sc(C(=O)N(C)C)c1C	0.5	-0.1	0	-3
Cc1ccc(-n2nc3c(c2NC(=O)C(C)C)CSC3)c(C)c1	0.5	0.0	-5	-5
O=C1OC(c2ccc(Cl)cc2)=C/C1=C\c1ccc(F)cc1	0.9	0.0	-2	2
CC(C)c1ccc(OCC(O)Cn2nnc3ccccc32)cc1 (stereo unspecified)	-0.2	0.1	-37	5
O=C(NCc1ccccc1Cl)c1c(O)c2cccc3c2n(c1=O)CCC3	-0.1	-0.1	-6	0
COc1ccc(NC(=O)CC(C)S(=O)(=O)c2cc3c(cc2C)NC(=O)CO3)c(OC)c1 (stereo unspecified)	0.2	0.2	3	8
NNC(=O)CCn1c2ccccc2c2ccccc21	-1.2	0.0	3	2
COC(=O)c1c(NC(=O)c2nn3c(C(F)(F)F)cc(-c4ccccc4)nc3c2Cl)sc2c1CCCC2	1.3	0.0	2	10
CCOc1ccc(CNCc2c(C(=O)O)c(C)n(Cc3ccccc3C)c2C)cc1OC	-0.2	0.7	5	0
CC(C)(C)CC(C)(C)NC(=O)CSc1ncnc2nc[nH]c12	1.5	-0.1	-3	2
COc1ccccc1CNC(=O)CN(c1cccc(Cl)c1)S(=O)(=O)c1ccc(C)cc1	-0.5	-0.1	-4	4
Cn1c2sc3c(c2c(=O)n2nnnc12)CCCC3	1.0	-0.1	4	2
CC(C)N(CCNc1nc(N2CCN(Cc3ccc4c(c3)OCO4)CC2)nc2c1ncn2CCN1CCCC1=O)C(C)C	0.1	0.3	6	18
COc1cc(OC)cc(C(=O)Nc2c(C)n(C)n(-c3ccccc3)c2=O)c1	0.1	0.1	6	13
Cn1c(CNc2nc3ccccc3n2CCN2CCCCC2)nc2ccccc21	-0.5	-0.3	-7	11
OCCC1CN(Cc2cnn(-c3ccccc3F)c2)CCN1Cc1ccccc1 (stereo unspecified)	0.9	-0.1	-4	2
COc1ccc(CCNC(=O)CCCn2nc(C)n3ccnc3c2=O)cc1OC	0.7	0.2	1	-6
Cc1c(NC(=O)Nc2ccc3c(c2)OCCO3)n(C)c(=O)n1-c1ccccc1	0.5	0.1	5	-21
CCOc1cc(/C=C2\C(=O)N(c3ccc4ccccc4c3)N=C2C)cc([N+](=O)[O-])c1O	-0.6	-0.1	6	3
Cc1nc2ccc3nc(NC(=O)c4ccc([N+](=O)[O-])cc4[N+](=O)[O-])sc3c2s1	1.4	0.0	1	-14
Fc1ccccc1C1C=C(c2ccc(Cl)cc2)Nc2nc3ccccc3n21 (stereo unspecified)	0.5	-0.3	-56	8
CC(C)(C)NC(=O)c1cc(NC(=O)C(C)(C)C)cc(C(=O)NC(C)(C)C)c1	-0.3	-0.1	7	8
CCc1nnc(NC(=O)C2(NC(=O)Nc3c(C)cccc3C)CCCCC2)s1	0.9	0.1	4	14
SMILES	GPR151 activ	FBW7 activator	TEAD-YAP inh	MITF inh
COCCN(C(=S)Nc1ccccc1C)C1CCN(C(C)C)CC1	2.2	0.0	-8	12
CC(=O)NC1C(=O)Nc2c1cccc2C(F)(F)F (stereo unspecified)	-1.2	0.0	12	7
COc1ccc(C(=O)NCC2COC3(CCCC3)O2)cc1OC (stereo unspecified)	0.1	1.0	12	11
COc1ccc(-n2c(SCC(=O)Nc3ccc(OC)cc3OC)nc3n[nH]c(C)c3c2=N)cc1	-1.3	0.2	1	5
CC1CCN(S(=O)(=O)c2cc(C(=O)O)c(Cl)cc2Cl)CC1	-0.2	-0.3	-3	-1
COc1sc(SC)cc1/C=N/Nc1ccc([N+](=O)[O-])cc1	-0.6	0.1	-1	-3
Cc1ccc(-c2noc(CNC(=O)c3ccc(F)cc3)n2)cc1	2.1	-0.2	5	4
CCOC(=O)C(Sc1n[nH]c(N)n1)c1ccccc1 (stereo unspecified)	-1.0	-0.1	-1	4
CCN1CCN(c2ncnc3scc(-c4ccc(C)cc4)c23)CC1	-0.9	-0.4	-5	5
O=C(O)c1c[nH]c2cc3c(cc2c1=O)OCCO3	-0.4	-0.5	22	11
CC(=O)Nc1ccc(NC(=O)CSc2nccn2Cc2ccc(C)cc2)cc1	2.0	-0.1	14	-2
COc1ccc(NC(=O)c2nnn(-c3ccccc3F)c2C)cc1Cl	-4.4	-0.2	-30	-9
CCOC(=O)c1ccc2c(c1)N(Cc1ccccc1)C(=O)C(C)S2 (stereo unspecified)	-1.0	0.6	-5	-7
CCOC(=O)CCCCC(=O)c1[nH]c(=O)[nH]c1CNc1ccc(Br)cc1	-1.7	0.9	3	27
CCN(CC)S(=O)(=O)c1cccc(-c2nnc3n2N=C(c2ccccc2)CS3)c1	2.1	0.0	-2	0
COc1ccc(NC(=O)c2sc3ncnc(N(C)c4ccccc4)c3c2C)cc1Cl	-0.9	0.1	-11	-2
O=c1[nH]c(=S)[nH]c2ccccc12	-0.9	0.0	6	-11
CCOC(=O)c1cc(S(=O)(=O)N2CCOCC2)cn1C	1.1	0.0	8	-2
O=c1c2cc(N3CCOCC3)ccc2[nH]c(=S)n1CCCN1CCCCC1	-0.5	0.0	1	11
COc1ccc(NC(=O)c2snc3c(=O)[nH]cnc23)cc1	-0.8	-0.2	6	-4
COc1cc2c(cc1NC(=O)NC1CCCCC1)oc1ccccc12	-0.5	-0.1	-14	-8
Cn1nnc(NC(=O)CSc2ccc(Cl)cc2)n1	1.0	0.1	-4	-1
COc1ccccc1-c1nnc(NC(=O)c2c(F)cccc2F)o1	0.0	-0.1	-6	-6
CCOC(=O)c1[nH]c(C)c(C(=O)Nc2ccccc2OCC)c1C	-0.1	-0.2	58*	-9
COc1cc2cc3c(N)c(C(=O)Nc4cccc(C(C)=O)c4)sc3nc2cc1OC	-1.2	0.2	3	9
SMILES	GPR151 activ	FBW7 activator	TEAD-YAP inh	MITF inh
COc1cc(NC(=S)NNC(=O)Cc2ccccc2[N+](=O)[O-])cc(OC)c1	1.4	0.1	2	9
c1ccc(OCCNc2nc(-c3csc4ccccc34)nc3c2ncn3-c2ccccc2)cc1	1.0	0.1	-1	11
Cc1cccc(-c2ocnc2C(=O)NCCCN(C)c2ccccc2)c1	-0.8	-0.1	1	17
O=C(C1CCN(S(=O)(=O)N2CCCC2)CC1)N1CCOCC1	-0.5	-0.2	-9	-6
COc1ccc(C(=O)NNC(=O)C2CCC(C(C)(C)C)CC2)cc1 (stereo unspecified)	1.4	0.1	9	0
COC(=O)C1CC(=O)N(CCC(C)C)C12CCN(CCC(C)c1ccccc1)CC2 (stereo unspecified)	-1.0	-0.2	-7	0
c1ccc(Nc2nc(Nc3ccccc3)c3[nH]cnc3n2)cc1	-1.1	0.5	7	26
Cc1nn2c(nc(N3CCOCC3)c3ccccc32)c1C=C(C#N)C#N	-0.1	0.3	6	5
CCOc1cccc(=O)c2c(C)n(Cc3ccc(Cl)cc3)c(C)c12	1.5	-0.2	-8	14
O=C(c1cc(Cc2ccc(F)cc2)no1)N(CCO)Cc1ccccc1	-0.5	0.1	-1	4
Cc1cccc(N2CCN(S(=O)(=O)CCNC(=O)c3ccco3)CC2)c1	1.4	0.1	-2	0
CCOc1ccc(Cn2c(OC)nc3c2c(=O)n(C)c(=O)n3C)cc1OCC	-0.4	0.1	4	-16
CSc1ccc(NC(=O)c2ccc(Cl)s2)cc1	-0.7	0.6	-75	-4
CCc1cccc2c1NC(C)(C)c1sn(-c3ccc(C)cc3)c(=S)c1-2	0.5	-0.1	7	-5
COc1ccc(-c2nc3ncnc(NCCN(C(C)C)C(C)C)c3[nH]2)cc1	0.7	-0.2	-3	13
C[C@@H](OCc1ccccc1)[C@@H]1NC(=O)[C@H]2CN(Cc3nc(-c4ccccc4)cs3)CCN2C1=O	-0.1	0.2	4	-1
CCOc1cc(-c2nc3sc4c(c3c(=O)[nH]2)CCCC4)ccc1OCCOc1cccc(OC)c1	0.6	-0.1	8	1
CS(=O)(=O)N1CCCC(c2[nH]ncc2-c2ccccc2)C1 (stereo unspecified)	0.0	0.1	3	2
CCCCC[C@H](O)/C=C/[C@H]1[C@H](O)CC(=O)[C@@H]1C/C=C\CCCC(=O)NCCO	1.0	·	·	3
COc1ccc(Cc2nnc3n2N=C(C(C)(C)C)CS3)cc1	0.8	0.0	2	-3
COc1ccc(-c2nc3c4c(-c5ccc(OC)cc5)c(-c5ccc(OC)cc5)oc4ncn3n2)cc1	0.7	0.1	9	7
Cc1ccc(-c2nnc(Nc3ccc(Cl)c(Cl)c3)c3ccccc23)cc1S(=O)(=O)NCCO	-0.7	0.0	-10	89*
